PAFAH1B2 inh: inhibitors of human PAFAH1B2; recombinant PAFAH1B2, FP-rhodamine activity probe, fluorescence polarization; inhibition, % at 3.39 µM; 340,000 tested, 1.2% active; AID 492953;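 active means inhibition above the mean of all tested compounds plus 3 SD, cut at about 24% in these data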;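 further: 0% = enzyme with DMSO and 100% = wells lacking PAFAH1B2; many of its hits are not listed in these tables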
Target sequence (P68402 whole entry, looked up): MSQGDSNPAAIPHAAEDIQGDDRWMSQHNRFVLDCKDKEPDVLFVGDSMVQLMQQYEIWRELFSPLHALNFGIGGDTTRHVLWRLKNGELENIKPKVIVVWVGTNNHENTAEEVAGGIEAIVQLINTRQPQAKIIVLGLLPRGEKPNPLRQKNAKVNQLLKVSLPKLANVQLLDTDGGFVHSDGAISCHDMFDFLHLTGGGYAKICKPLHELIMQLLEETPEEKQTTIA
pPAFAH FP inh: pPAFAH (human) enzyme inhibition. inhibition, % at 3.39 µM. recombinant pPAFAH, FP-rhodamine probe fluorescence polarization. AID 463082. 330,000 tested, 1.5% active;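 active means inhibition above the mean inhibition across the screen plus 3 SD, cut at about 25% in these data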;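 further: inhibitors block binding of the rhodamine activity-based probe so polarization drops; 0% = enzyme with DMSO and 100% = wells lacking pPAFAH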
LYPLA2 inh: LYPLA2 (human) inhibition in PME1 counter-screen; recombinant LYPLA2, FP-Rh probe fluorescence polarization; inhibition, % at 5.9 µM; 320,000 tested, 0.38% active;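 active means inhibition above the screen-wide mean plus 3 SD, limit set per campaign, cut at about 26% in these data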;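 further: 0% = LYPLA2 with DMSO and 100% = wells lacking LYPLA2 enzyme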
Target sequence (O95372 whole entry, looked up): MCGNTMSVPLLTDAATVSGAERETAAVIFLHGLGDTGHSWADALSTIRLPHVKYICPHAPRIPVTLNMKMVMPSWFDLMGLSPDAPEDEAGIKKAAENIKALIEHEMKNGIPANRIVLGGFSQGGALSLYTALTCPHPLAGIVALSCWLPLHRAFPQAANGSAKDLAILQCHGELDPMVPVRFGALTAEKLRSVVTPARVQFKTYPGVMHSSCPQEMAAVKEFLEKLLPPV
PAFAH1B3 FP inh: blocks human PAF acetylhydrolase 1B catalytic subunit 3; recombinant PAFAH1B3, FP-rhodamine probe, fluorescence polarization; Q15102; 340,000 tested, 0.28% active; inhibition, % at 3.39 µM;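 active means inhibition above the screen-wide average of all tested compounds plus 3 SD, cut at about 25% in these data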;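 further: 0% = enzyme with DMSO only and 100% = wells lacking PAFAH1B3 protein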
Target sequence (Q15102 whole entry, looked up): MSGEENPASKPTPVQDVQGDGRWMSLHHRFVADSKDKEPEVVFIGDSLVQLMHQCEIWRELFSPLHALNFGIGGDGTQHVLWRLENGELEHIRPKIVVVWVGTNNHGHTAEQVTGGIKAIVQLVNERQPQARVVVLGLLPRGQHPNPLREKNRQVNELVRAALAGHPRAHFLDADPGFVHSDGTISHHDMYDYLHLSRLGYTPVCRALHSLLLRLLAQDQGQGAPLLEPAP
PAD4 FP inh: inhibitors of human PAD4 | Q9UM07 | recombinant PAD4, RCA probe fluorescence polarization | inhibition, % at 6.36 µM | 330,000 tested, 0.41% active;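 active means percent inhibition above a cutoff equal to the mean of all tested compounds plus 3 SD, cut at about 15% in these data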;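 further: 0% = PAD4 with RCA probe and DMSO and 100% = probe without PAD4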
PME-1 primary: blocks human protein phosphatase methylesterase 1; Q9Y570; recombinant PME-1, FP-Rh probe fluorescence polarization; inhibition, % at 5.9 µM; 320,000 tested, 0.53% active;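 active means inhibition above the campaign mean of all compounds plus 3 SD, cut at about 26% in these data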;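 further: competitive labeling of PME-1 active site by serine hydrolase directed probe; 0% = PME-1 with DMSO and 100% = wells lacking PME-1 enzyme; inhibitors block probe labeling so polarization falls and inhibition rises; many of its hits are not listed in these tables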
GSTO1 inh: counter-screen for RBBP9 inhibitors: inhibitors of human GSTO1; inhibition, % at 5.96 µM; recombinant GSTO1, activity-based probe fluorescence polarization; 300,000 tested, 1.1% active;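 active means inhibition above the campaign mean inhibition plus 3 SD, cut at about 35% in these data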;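 further: 0% = GSTO1-1 with DMSO and 100% = wells lacking GSTO1-1 enzyme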
PREPL inhibitor: human PREPL enzyme inhibition. Q4J6C6. recombinant PREPL, fluorescence polarization activity-based probe. inhibition, % at 5.96 µM. 320,000 tested, 0.68% active; in the data active means inhibition above about 43%;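 further: 0% = enzyme with DMSO and 100% = wells lacking enzyme; many of its hits are not listed in these tables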
LYPLA1 counter: LYPLA1 (human) inhibition in PME1 counter-screen; O75608; recombinant LYPLA1, FP-Rh probe fluorescence polarization; inhibition, % at 5.9 µM; 320,000 tested, 0.16% active; AID 2174;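 active means inhibition above the mean of all tested compounds plus 3 SD, set per campaign, cut at about 14% in these data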;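 further: inhibitors block serine hydrolase probe labeling of LYPLA1 so polarization falls; 0% = enzyme with DMSO and 100% = wells lacking LYPLA1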
Target sequence (O75608 whole entry, looked up): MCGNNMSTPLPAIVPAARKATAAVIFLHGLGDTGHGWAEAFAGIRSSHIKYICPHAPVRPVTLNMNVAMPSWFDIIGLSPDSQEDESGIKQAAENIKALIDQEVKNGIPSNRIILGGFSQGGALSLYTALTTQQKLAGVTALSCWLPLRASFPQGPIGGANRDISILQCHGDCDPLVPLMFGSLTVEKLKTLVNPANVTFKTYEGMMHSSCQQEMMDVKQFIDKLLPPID
Active calls of the source: *; / = not tested or not shown.

SMILES | PAFAH1B2 inh | pPAFAH FP inh | LYPLA2 inh | PAFAH1B3 FP inh | PAD4 FP inh | PME-1 primary | GSTO1 inh | PREPL inhibitor | LYPLA1 counter
O=C(c1cc(-c2cccc(Cl)c2)nc2ccccc12)N1CCCC1 | 1 | 8 | 8 | 12 | 1 | 8 | 6 | 16 | 0
COc1cc(NC(=O)COC(=O)/C=C/c2c(C)nn(C3CCS(=O)(=O)C3)c2Cl)cc(OC)c1OC (configuration not stated) | 2 | 1 | -9 | 2 | 4 | -2 | 3 | -3 | -2
Cc1ccc(NCCC(=O)c2cccs2)cc1 | 3 | -1 | 1 | 7 | -3 | -2 | -16 | -3 | -5
CCc1c(C(=O)Nc2ccncc2)csc1C | 5 | 2 | -2 | 2 | -7 | 0 | 9 | 15 | -3
Cc1cc2c(cc1S(=O)(=O)N1CCOCC1)NC(=O)CO2 | 3 | 3 | -4 | -7 | 4 | 1 | 1 | 7 | 1
Cc1cc(C(=O)Nc2sc(C)c(-c3ccc(F)cc3)c2C(N)=O)no1 | 0 | 0 | 1 | 1 | -1 | -6 | 8 | 13 | -1
COc1ccccc1C(=O)NCCC(=O)N1CCN(S(=O)(=O)c2ccc(Cl)cc2)CC1 | 10 | -2 | 5 | 3 | -5 | -2 | / | 10 | 4
COc1ccc(S(=O)(=O)c2c(O)c3ccc(C(=O)Nc4ccc(F)cc4F)cc3[nH]c2=O)cc1 | -2 | -1 | 1 | 6 | 6 | -2 | -3 | 1 | 1
CN1C(=O)S/C(=C/c2ccccc2OCc2ccc(C(=O)O)cc2)C1=O | 3 | 12 | 6 | 4 | 3 | 2 | -4 | -4 | 0
CCOc1cccc(C(=O)NCc2ccccc2)c1 | -1 | 0 | -1 | 0 | 0 | 0 | 2 | -1 | -4
COC(=O)c1c(NC(=O)CSc2nnnn2-c2ccccc2)sc2c1CCC(C(C)(C)C)C2 (configuration not stated) | -4 | 1 | -11 | -8 | -6 | -9 | -5 | 8 | -6
Cc1cc(C[n+]2cc(Cl)ccc2N)c2ncccc2c1 | -1 | -6 | 1 | -1 | 4 | -13 | 0 | -9 | -4
CC(OC(=O)c1ccccc1NCCO)C(=O)Nc1ccc(S(=O)(=O)N2CCOCC2)cc1 (configuration not stated) | 3 | 1 | 1 | 2 | -2 | -1 | 3 | 0 | -1
O=C(Cc1c(F)cccc1Cl)NC1CCN(Cc2ccccc2)CC1 | -2 | 8 | -4 | 14 | -2 | 7 | 4 | 4 | 0
Cc1c(C(=O)OC(C)C)[nH]c2c1C(=O)CC(C)(C)C2 | -5 | -1 | -1 | 4 | 4 | 0 | -3 | 3 | 2
O=[N+]([O-])c1ccc(S(=O)(=O)Nc2ccc(S(=O)(=O)N3CCCC3)cc2)cc1 | 2 | 6 | 1 | 2 | 2 | -2 | -6 | 4 | 0
Cc1cccc(OC(=O)CCN2C(=O)C3C4C=CC(C5CC45)C3C2=O)c1C (configuration not stated) | -3 | 6 | 5 | 3 | -4 | 5 | 0 | 4 | 3
CSc1ccccc1NC(=O)c1cc(Cl)sc1Cl | 2 | 6 | -6 | 1 | -7 | -4 | -7 | -6 | 1
CC1(C)Cc2c(cnn2-c2cccc(F)c2)C(NC(=O)CSc2ccccn2)C1 (configuration not stated) | 2 | 7 | 7 | 17 | 0 | -1 | -5 | -4 | -1
COc1ccccc1C(=O)N(CN1CCCC1=O)c1cccc(Cl)c1 | 3 | -1 | 3 | 6 | 3 | 1 | 3 | 6 | 3
Cc1ccc(OCC(=O)Nc2ccc3c(c2)OCO3)c([N+](=O)[O-])n1 | -1 | 6 | -1 | 7 | 1 | 1 | -1 | -2 | -3
Cc1[nH]c2ccccc2c1C(=O)CN1CCC(C)CC1 | -2 | 2 | -1 | -2 | -5 | 2 | 3 | 3 | 0
C=CCN(c1ccc(C(=O)Nc2ccc(NC(C)=O)cc2)cc1)S(C)(=O)=O | 1 | 1 | 0 | 9 | 1 | -5 | -6 | -3 | -3
Cc1cccc2cc(C#N)c(SCC(=O)N3CCC(C)CC3)nc12 | 2 | 3 | -3 | 1 | -6 | 3 | -3 | -13 | 2
CS(=O)(=O)N1N=C(c2ccco2)CC1c1ccc(Br)cc1 (configuration not stated) | 4 | -3 | -2 | 9 | -5 | 14 | 3 | 6 | -3
SMILES | PAFAH1B2 inh | pPAFAH FP inh | LYPLA2 inh | PAFAH1B3 FP inh | PAD4 FP inh | PME-1 primary | GSTO1 inh | PREPL inhibitor | LYPLA1 counter
CCOc1ccc(NS(=O)(=O)c2cc(C(=O)NCCN3CCOCC3)ccc2C)cc1 | 5 | 11 | / | 9 | -2 | / | / | 11 | /
O=C1C=C(Nc2ccccc2C(=O)O)c2ccccc2C1=O | 23 | 24 | 5 | 59* | 18* | 4 | 75* | 12 | 1
Cc1ccccc1OCC(=O)NCC(C)(C)N1CCOCC1 | 6 | -1 | 1 | 7 | -1 | -2 | 12 | 0 | -3
Cc1cc(C(=O)NNS(=O)(=O)c2ccc(C(C)(C)C)cc2)nn1C(C)(C)C | 10 | 0 | -8 | 11 | -6 | 1 | -5 | 6 | 1
O=Cc1c(NCc2ccccc2)c2ccccc2[nH]c1=O | 1 | 3 | 4 | 17 | 0 | 3 | 5 | 6 | 2
COc1ccc(N2CC(C(=O)NCCC3=CCCCC3)CC2=O)cc1 (configuration not stated) | 2 | 2 | 2 | -5 | 1 | 2 | 0 | 6 | -4
COc1ccc(OCC(=O)N/N=C2\CCCc3ccccc32)cc1 | 0 | 7 | 10 | 2 | -4 | 6 | 3 | 8 | 0
Cn1c(=O)n(C)c2cc(/C=N/NC(=O)c3ccncc3)ccc21 | / | -3 | 0 | / | -7 | 2 | 5 | 11 | -1
N#Cc1ccccc1CSc1nnc(Cc2ccccc2)o1 | 7 | 6 | 1 | 6 | -4 | -9 | 10 | -4 | 0
COC(=O)c1cccc(Oc2cccc(Cl)n2)c1 | 2 | 6 | 13 | 5 | -6 | 4 | 2 | 3 | 1
COc1cc(/C=C/C(=O)OCC(=O)c2ccccc2)cc(OC)c1OC | 6 | 0 | / | 3 | -2 | / | / | 2 | /
O=C(NNC(=O)c1ccc(SCC2CCCO2)c([N+](=O)[O-])c1)c1ccc(F)cc1 (configuration not stated) | 2 | -2 | 2 | 1 | -9 | -6 | 2 | 6 | -1
CCOc1cccc(OCCOCCN2CCCC2)c1 | 0 | 5 | -6 | 13 | -7 | -5 | 6 | 6 | -2
CC1CN(c2nc(N(C)c3ccccc3)nc(N)c2[N+](=O)[O-])CC(C)O1 (configuration not stated) | 6 | 2 | 7 | -4 | 0 | -3 | 5 | 2 | 0
C#CCOCCOCCOCCNc1nc(N2CCN(C(=O)[C@H]([C@@H](C)CC)n3cc(CCCCN)nn3)CC2)nc(N2CCN(C(=O)[C@H](C)n3cc(CCCN=C(N)N)nn3)CC2)n1 | -3 | 6 | -2 | 1 | 7 | 1 | -12 | 4 | 0
CCOC(=O)C1(CCc2ccccc2)CCN(Cc2c(O)cccc2OC)CC1 | 13 | 8 | 7 | 9 | 1 | 4 | 4 | -21 | 1
O=C(c1cnc2ccccn2c1=O)N1CCc2ccccc21 | 2 | -1 | -4 | 4 | -4 | -2 | -4 | 6 | -4
O=C1C(Nc2ccccc2)=C(N2CCCCC2)C(=O)c2ccccc21 | 17 | 5 | 10 | 60* | 15* | 4 | 62* | 6 | 4
COc1ccccc1CNC(=O)C1CCCN(S(=O)(=O)c2cccc3nonc23)C1 (configuration not stated) | 5 | 4 | 0 | 9 | -6 | -7 | 2 | 9 | 3
COc1cnc(-c2ccccn2)[nH]c1=O | 5 | -3 | 2 | -3 | -1 | -7 | 7 | -5 | 2
Cc1cccc(N2CCN(C(=O)C3CCCN(S(=O)(=O)c4c(C)noc4C)C3)CC2)c1C (configuration not stated) | 3 | 2 | 5 | -2 | 0 | 2 | 1 | 37 | 0
CCOC(=O)C1CCCN(C(=O)c2ccccc2NS(=O)(=O)c2ccc(F)cc2)C1 (configuration not stated) | 2 | 4 | / | 4 | 3 | / | / | 11 | /
COc1cccc(COCCN2CCN(S(=O)(=O)c3ccc(C)cc3)CCC2=O)c1 | 5 | 10 | -4 | -12 | -2 | 4 | 8 | 11 | 1
Cc1ccc(S(=O)(=O)Nc2cc(C(C)C)c(O)cc2C)cc1 | 7 | 4 | -2 | 4 | 4 | -12 | 2 | 5 | -6
Cc1ccc(NC(=O)c2cn(CCC#N)nc2-c2cccs2)c([N+](=O)[O-])c1 | 4 | 7 | 5 | 4 | -3 | -1 | 6 | 7 | 2

2 entries from above, set out differently:
SMILES,PAFAH1B2 inh,pPAFAH FP inh,LYPLA2 inh,PAFAH1B3 FP inh,PAD4 FP inh,PME-1 primary,GSTO1 inh,PREPL inhibitor,LYPLA1 counter
COC(=O)c1cccc(Oc2cccc(Cl)n2)c1,2,6,13,5,-6,4,2,3,1
COc1cc(/C=C/C(=O)OCC(=O)c2ccccc2)cc(OC)c1OC,6,0,/,3,-2,/,/,2,/

Following part:
SMILES | PAFAH1B2 inh | pPAFAH FP inh | LYPLA2 inh | PAFAH1B3 FP inh | PAD4 FP inh | PME-1 primary | GSTO1 inh | PREPL inhibitor | LYPLA1 counter
COc1cc(OC)cc(C(=O)OCC(=O)N2CCCC2)c1 | 2 | -7 | 6 | 7 | -2 | -1 | 10 | -6 | 0
COc1ccc(N(CC(=O)N2CCCCC2)S(=O)(=O)c2ccccc2)c(OC)c1 | 2 | -4 | 7 | 5 | 4 | -2 | 8 | 14 | 0
O=C(Nc1cccc(S(=O)(=O)N2CCOCC2)c1)c1ccco1 | 4 | 1 | -1 | 4 | -3 | -6 | 4 | 3 | -2
Cc1cccc(NC(=O)CSc2nnc(CNC(=O)c3ccco3)o2)c1C | 1 | 1 | 3 | 9 | 1 | 0 | 6 | 4 | 4
Cc1nc(C(=O)O)sc1C1(C)CC(c2cccc([N+](=O)[O-])c2)=NO1 (configuration not stated) | 4 | 2 | 5 | -4 | -5 | 6 | -2 | 2 | 0
Cc1ccc(-c2nn(CCC(=O)Nc3cccnc3)c(=O)c3ccccc23)cc1 | / | 6 | 0 | / | -1 | 1 | 2 | -23 | 2
Cc1c2cnn(CC(=O)NCCCN3CCCCC3C)c(=O)c2c(C)n1Cc1ccccc1 (configuration not stated) | 0 | -1 | -6 | -1 | -9 | -8 | 0 | 31 | -5
COc1ccc(N2CCN(C(=O)c3ccc(OCc4c(C)noc4C)c(OC)c3)CC2)cc1 | 5 | 2 | -1 | 8 | 1 | -1 | 1 | 5 | -4
Cc1cc(C)n(C(=O)CCC2COc3ccccc3O2)n1 (configuration not stated) | 1 | 6 | 6 | 7 | -6 | 3 | -4 | -1 | 0
COC(=O)c1ccc(NC(=O)COC(=O)C2CCC2)cc1 | -3 | 3 | 0 | -3 | -5 | 0 | -13 | 15 | -1
COc1ccc(CCNC(=O)CN(C2CCCCC2)S(C)(=O)=O)cc1 | 3 | 0 | 1 | -2 | -1 | 7 | 11 | -3 | 3
C(=N\n1cnnc1)/c1ccc2c(c1)OCO2 | -2 | 5 | 3 | 1 | -3 | 1 | -3 | 3 | -2
CC1(C)CN(c2cccc(C#N)c2)C1=O | 0 | 3 | 1 | -3 | 0 | 2 | 9 | 4 | 0
CN(C)c1ccnc2sc(C(=O)c3ccccc3)c(N)c12 | -1 | 7 | 1 | 3 | 0 | 0 | 2 | 8 | -1
Cc1nc(C)c(C(=O)Nc2ccc(Oc3ccccc3)cc2)o1 | 5 | 8 | 1 | 8 | -3 | -4 | -10 | 7 | -4
CCn1c(CSCc2ccc(C)cc2)nnc1SCC(=O)N1CCN(c2ccccc2)CC1 | 8 | 9 | 5 | 2 | -4 | 3 | -10 | 23 | 3

This is a subset. The share of hits here may be higher or lower than overall.
